# Screening data (PubChem BioAssay)
# MBNL1 CUG block: qHTS Assay for Inhibitors of MBNL1-poly(CUG) RNA binding. TR-FRET MBNL1-His/biotin-(CUG)12 binding, 665/545 ratio. hit rate 0.036% among 280,000. Muscleblind-like protein 1 (Homo sapiens), Q9NR56. AID 2675, 2010. Potency, µM (doses to about 57.5 µM), for inactives: top-dose activity change, negative = inhibition, usual class: inhibitors; active means well fitted inhibition curve with a large enough effect in the signal ratio, with a control signal flat, not every such curve was filed as active; inconclusive means small, poorly fitted or top-dose-only effect, or effect the other way, or a change in a side signal; inactive means no such curve, though single readings can be large or run the other way; the % refers to the signal ratio; further: potency means the concentration at half of the fitted maximal effect; on the % scale 0 is the no-effect control and ±100 the full control effect
#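 His-tagged MBNL1 binding to biotinylated (CUG)12 RNA was measured by TR-FRET using terbium anti-His antibody (0.055 ng/ul final) and streptavidin-XL665 (5 nM final). Compounds were titrated 92 nM to 58 uM; 60 min at room temperature.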
# Integrin act MD: qHTS for Activators of Integrin-Mediated Alleviation for Muscular Dystrophy | AID 624291, 2012 | alpha7betagal myoblasts, beta-gal FDG fluorescence, 48 h | hit rate 0.064% among 350,000 | Potency, µM (series often up to 38.3 µM), for inactives: at the highest dose activation, usual class: activators;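 further: potency means the concentration at half of the fitted maximal effect; 100% = response of the positive control SU9516; nearly all actives have a fitted effect of over 60% in size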
#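 Alpha7betagal+/- myoblasts (passage 13) were plated 16-24 hr, then exposed to compounds (1:260 dilution of DMSO stock) for 48 hours at 37C. After MPER lysis, β-galactosidase reporter activity was read as FDG fluorescence (ex 480/em 540) after 30 minutes.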
# MLL CXXC-DNA inh: qHTS Fluorescence Polarization Assay for Inhibitors of MLL CXXC domain - DNA interaction | Potency, µM (top dose mostly 115 µM), inactives show at the highest dose activity change, negative = inhibition, actives largely listed as inhibitors | MLL-CXXC / FITC-HOXA9 DNA fluorescence polarization | hit rate 0.037% among 290,000 | Histone-lysine N-methyltransferase 2A (Homo sapiens), Q03164; active means well fitted inhibition curve with a large enough effect in the polarisation, with a control signal flat, not every such curve was filed as active; inconclusive means small, poorly fitted or top-dose-only effect, or effect the other way, or a change in a side signal; inactive means no such curve, though single readings can be large or run the other way; the % refers to the polarisation; further: potency means the concentration at half of the fitted maximal effect
#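 Purified MLL-CXXC (added from a 7 uM solution) was preincubated 5 min at ambient with pinned compounds in 50 mM Tris-HCl pH 7.5, 50 mM NaCl, 1 mM DTT, 0.05% BSA. Fluorescein-labeled HOX-A9 DNA (50 nM solution) followed, 30 min, then polarization read.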
# TCR activator: Activators of T cell receptors: qHTS campaign; 330,000 tested, under 10 active; Potency, µM (doses to about 9.22 µM), inactives show at the top dose activation of IL-2 secretion, most hits filed as activators; primary human leukocytes, anti-CD3, IL-2 HTRF, 48 h; further: % of control where 0% means no effect
#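 1) Mix primary human leukocytes, a-CD3 beads and compound. 2) Incubate 48 hr. 3) Add HTRF IL-2 reagents (a-IL-2-K, a-IL-2-d2).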
# Menin-MLL TR inh: qHTS Assay for Inhibitors Targeting the Menin-MLL Interaction in MLL Related Leukemias: Competition With Texas Red Labeled MLL-derived Mutant Peptide | AID 1768, 2009 | Potency, µM (highest dose often 61.6 µM), for the others: top-dose FP activity change, negative = inhibition, most hits filed as inhibitors | hit rate 0.23% among 270,000 | Menin + Texas Red MLL mutant peptide, fluorescence polarization | O00255; active means well fitted inhibition curve with a large enough effect in the polarisation, with a control signal flat, not every such curve was filed as active; inconclusive means small, poorly fitted or top-dose-only effect, or effect the other way, or a change in a side signal; inactive means no such curve, though single readings can be large or run the other way; the % refers to the polarisation; further: potency means the concentration at half of the fitted maximal effect; % of control where 0% means no effect; many of its hits are not listed in these tables
# TSHR antagonist: Antagonists of the Thyroid Stimulating Hormone Receptor: HTS campaign; Thyrotropin receptor (Homo sapiens), P16473; TSHR-expressing cells, TSH-stimulated cAMP HTRF, 2 h; active compounds read low; activity change, negative = inhibition, % at 11.5 µM; hit rate 0.2% among 330,000; AID 504810, 2011;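 active means activity change below a set negative limit, meaning inhibition stronger than a set level, cut at about -70% in these data; inconclusive means activity change between two set negative limits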; further: on the % scale 0 is the no-effect control and ±100 the full control effect
#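 Competitive HTRF cAMP read-out (cryptate anti-cAMP antibody, cAMP-d2; 30 min, room temperature) in freshly harvested TSHR cells. Compounds added before TSH at EC80 (4nM final), followed by 2 hours' incubation at 37 deg C.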
# A-T KAP1 phos: qHTS Assay for Identifying a Potential Treatment of Ataxia-Telangiectasia. […] A-T fibroblasts, KAP-1 phosphorylation AlphaLISA; neocarzinostatin DNA damage 30 min before lysis. Potency, µM (top dose mostly 57.5 µM), for the others: at the top dose activation, usual class: activators. hit rate 0.19% among 320,000. AID 485349, 2010; further: potency means the concentration at half of the fitted maximal effect; % of control where 0% means no effect; nearly all actives have a fitted effect of over 45% in size
#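 hTERT-immortalized A-T patient fibroblasts ([…]), 500 cells/well in OPTI-MEM, 1% FBS, got compounds for 60 min, then NCS for 30 min at 37C. Lysates were then assayed for phospho-KAP-1 by AlphaLISA (anti-pKAP1 donor, anti-KAP1 acceptor beads), 6 hr at 25C.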
# ASM inhibitor: Inhibitors of Secretory Acid Sphingomyelinase (S-ASM): qHTS | Potency, µM (series often up to 57.5 µM), for the others: top-dose activity change, negative = inhibition, hits mostly inhibitors | hit rate 0.006% among 340,000 | placental ASM, HMU-PC fluorogenic substrate, 60 min | Sphingomyelin phosphodiesterase (Homo sapiens), P17405; further: potency means the concentration at half of the fitted maximal effect
# Target sequence (P17405 47-631 limits assumed): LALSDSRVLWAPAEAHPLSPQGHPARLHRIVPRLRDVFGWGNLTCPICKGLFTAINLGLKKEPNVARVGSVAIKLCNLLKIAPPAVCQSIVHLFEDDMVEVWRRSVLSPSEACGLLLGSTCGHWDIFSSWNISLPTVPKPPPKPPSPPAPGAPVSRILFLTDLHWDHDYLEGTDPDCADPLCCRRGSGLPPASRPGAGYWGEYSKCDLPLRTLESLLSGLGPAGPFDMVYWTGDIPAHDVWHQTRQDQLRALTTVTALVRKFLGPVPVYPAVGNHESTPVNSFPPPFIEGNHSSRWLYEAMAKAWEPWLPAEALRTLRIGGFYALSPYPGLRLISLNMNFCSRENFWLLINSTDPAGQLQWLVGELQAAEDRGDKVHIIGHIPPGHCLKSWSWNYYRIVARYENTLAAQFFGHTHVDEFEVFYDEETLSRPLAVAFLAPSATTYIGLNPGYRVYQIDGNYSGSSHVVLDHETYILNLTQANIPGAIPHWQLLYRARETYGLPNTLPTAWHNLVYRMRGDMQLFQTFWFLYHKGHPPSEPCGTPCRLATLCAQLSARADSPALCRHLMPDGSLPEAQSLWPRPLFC
#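 Fluorogenic HMU-PC substrate (9 uM final) is turned over by placental ASM in 60 min at 37 C after a 10 min compound preincubation. Reaction ended by alkaline stop (pH 10), with fluorescence read at 386/447 nm.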
# PTAP TSG101 blk: qHTS Assay for Iinhibitors of HIV-1 Budding by Blocking the Interaction of PTAP/TSG101 | Potency, µM (doses to about 115 µM), for inactives: top-dose activity change, negative = inhibition, actives largely listed as inhibitors | 340,000 tested, under 10 active | Fluorescence polarization, FITC-PTAP peptide / Tsg101 binding; active means well fitted inhibition curve with a large enough effect in the main read-out, with a control signal flat, not every such curve was filed as active; inconclusive means small, poorly fitted or top-dose-only effect, or effect the other way, or a change in a side signal; inactive means no such curve, though single readings can be large or run the other way; further: potency means the concentration at half of the fitted maximal effect; % of control where 0% means no effect
# Target sequence (Q99816 whole entry, looked up): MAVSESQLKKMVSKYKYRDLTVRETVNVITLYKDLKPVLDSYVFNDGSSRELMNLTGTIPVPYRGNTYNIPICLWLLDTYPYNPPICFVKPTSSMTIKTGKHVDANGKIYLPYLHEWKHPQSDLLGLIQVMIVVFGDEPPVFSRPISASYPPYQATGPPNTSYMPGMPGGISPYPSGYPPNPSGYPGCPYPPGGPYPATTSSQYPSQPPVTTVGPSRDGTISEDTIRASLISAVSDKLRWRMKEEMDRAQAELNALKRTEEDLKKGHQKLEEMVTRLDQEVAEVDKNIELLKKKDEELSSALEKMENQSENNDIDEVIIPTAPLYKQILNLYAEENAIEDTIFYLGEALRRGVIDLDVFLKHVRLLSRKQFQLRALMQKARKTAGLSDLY
#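 FP read-out: FITC-PTAP peptide, 50 nM final, binding Tsg101 binding domain, 10 uM final; 20 min, r.t.; 10 mM HEPES pH 7.5, 0.15 M NaCl, 0.01% Tween 20, 3 mM EDTA, 0.1 mM TCEP.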
# Mito fusion act: qHTS Assay for Small Molecule Inhibitors of Mitochondrial Division or Activators of Mitochondrial Fusion | S. cerevisiae fusion-defective mutant growth rescue, CellTiterGlo 48 h | Potency, µM (highest dose often 46.1 µM), for inactives: at the highest dose growth rescue (activation), actives largely listed as activators | hit rate 0.23% among 320,000 | AID 485298, 2010;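 further: potency means the concentration at half of the fitted maximal effect; % of control where 0% means no effect; nearly all actives have a fitted effect of over 45% in size; temperature-sensitive fusion mutants such as fzo1-1 at 37 °C on non-fermentable ethanol glycerol medium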
#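 Growth-rescue viability read-out: after 48 h at the non-permissive 37C in glycerol/ethanol YPEG, yeast mitochondrial fusion mutants are measured by CellTiterGlo luminescence; compounds (23 nl pinned per well) restoring growth score as division inhibitors or fusion activators.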
# Starred values were filed as active, the others as inactive; ? = inconclusive; nt = not tested or not shown; [ ] = remark or other dose. Unless noted, the call rests on the fitted dose curve; in most records, active means well fitted curve in the direction sought with a large enough effect; inconclusive means small, poorly fitted or top-dose-only effect, or another doubt; inactive means no such curve, though single readings can be large; an effect the other way counts as inactive or inconclusive. Not all compounds are listed; rates above refer to the full screens.
SMILES,MBNL1 CUG block,Integrin act MD,MLL CXXC-DNA inh,TCR activator,Menin-MLL TR inh,TSHR antagonist,A-T KAP1 phos,ASM inhibitor,PTAP TSG101 blk,Mito fusion act
COC(=O)c1ccccc1NC(=O)C1CCN(S(=O)(=O)c2cc(C)ccc2OC)CC1,-3%,3%,10%,2%,0%,-4,-2%,-1%,-1%,3%
c1ccc(-c2sc3ccccc3c2-c2ccc(OCCN3CCCC3)cc2)cc1,nt,-38%[inhibitor],nt,0%,nt,19,21%,-27%,2%,nt
CC(=O)c1c(C)[nH]c(C(=O)NCC2CCCCC2)c1C,-1%,10%,12%,-3%,3%,-3,10%,2%,0%,10%
Cc1ccc(-c2n[nH]c(=S)n2/N=C/c2sccc2C)cc1,3%,-31%,-1%,2%,nt,-3,25%,-2%,-1%,6%
CCCCNC(=O)C1(c2ccc(OC)cc2)CCOCC1,-9%,14%,3%,-9%[46.1 µM],12%,8,-2%,4%,-3%,-1%
CCCCN1CCC(n2c(=O)[nH]c3ccccc32)CC1,nt,nt,-7%,nt,5%,-12,nt,nt,nt,-8%
CC1CCCC/C1=N\Nc1ccc(S(N)(=O)=O)cc1[N+](=O)[O-] (stereo not drawn),nt,11%,0%,6%[46.1 µM],2%,1,0%,-1%,0%,0%
CC1=NN(C(=O)c2ccccc2Cl)C(O)(c2cccnc2)C1 (stereo not drawn),-4%,36%,-7%,-2%,11%,8,1%,-2%,-2%,-6%
O=C(N/N=C/C1CCCCC1)c1ccccc1-n1cccc1,nt,-17%,nt,1%,nt,5,nt,-1%,0%,1%
Cc1c(C(=O)NCCC2=CCCCC2)cccc1[N+](=O)[O-],11%,-19%,-1%,0%,4%,-14,0%,-2%,-1%,1%
COc1cccc2cc(C(=O)N(Cc3ccccc3)CC3CCCO3)c(=O)oc12 (stereo not drawn),4%,-19%,-9%,-10%[46.1 µM],1%,20,-2%,-1%,-3%,7%
Cc1ccc(N2C(=O)CC(Cn3nc(C)cc3C)C2=O)cc1 (stereo not drawn),-3%,-2%,-3%,0%,13%,6,0%,0%,-1%,-3%
O=C(Nc1cc(C(F)(F)F)ccc1N1CCOCC1)C1=COCCO1,nt,2%,nt,-4%,nt,5,-7%,4%,-3%,5%
CC(/C=C/c1ccc(N(C)C)cc1)=N/N=C1/NC(=O)CC(C(=O)Nc2ccc(Cl)cc2)S1 (stereo not drawn),9%,6%,?,-5%,?,5,5%,-2%,?,15%
CC(OC(=O)C1CC1)C(=O)Nc1ncc(Cl)cc1Cl (stereo not drawn),nt,-2%,nt,7%,nt,12,13%,4%,-5%,-3%
NS(=O)(=O)c1ccc(NC(=O)COc2ccc(Cl)cc2)cc1,-5%,6%,3%,-23%,-13%,1,-9%,3%,-2%,-1%
O=C(NC1CC1)C1=C[C@@H](c2ccc3c(c2)OCO3)C[C@@H](OCc2ccc(CO)cc2)O1,-6%,-15%,-7%,7%,-3%,0,24%,5%,2%,2%
CC(=O)c1ccc(NC(=O)COC(=O)C2CC3C=CC2C3)cc1 (stereo not drawn),nt,-5%,nt,nt,nt,nt,2%,-5%,-4%,nt
Cc1ccc(C)c(NC(=O)CN(C)C(=O)c2cc3c(s2)CCCCC3)c1,nt,-28%,nt,-1%,nt,-3,9%,-1%,0%,9%
O=C(Nc1cnn(Cc2ccc(Cl)cc2)c1)c1cnccn1,4%,7%,11%,-7%,-1%,-7,0%,2%,-4%,-3%
O=C(Nc1ccc(C(=O)N2CCCCC2)cc1)c1ccccc1Cl,-1%,-12%,6%,2%,nt,8,1%,-2%,-1%,1%
Cc1nn(CC(=O)NNC(=S)NCC2CCCO2)c(C)c1Br (stereo not drawn),-1%,11%,-6%,-1%,nt,-10,2%,0%,0%,5%
O=C(NCCCO)C(=O)NCCc1ccc(Cl)cc1,-3%,8%,-2%,13%[46.1 µM],-17%,-7,20%,0%,-1%,0%
Cc1cc(C)cc(NC(=O)c2ccccc2NC(=O)CCC(=O)O)c1,nt,-12%,-8%,-1%[46.1 µM],-4%,-18,nt,6%,-2%,-8%
N#Cc1sc2nc(-c3cccs3)cc(-c3ccccc3)c2c1N,29%,0%,17%,1%,13µM*,62,25%,35%,-4%,3%
SMILES,MBNL1 CUG block,Integrin act MD,MLL CXXC-DNA inh,TCR activator,Menin-MLL TR inh,TSHR antagonist,A-T KAP1 phos,ASM inhibitor,PTAP TSG101 blk,Mito fusion act
CCCC(=O)Nc1ccc(NC(=O)c2ccccn2)cn1,-8%,7%,-9%,-1%,-1%,-9,4%,0%,0%,1%
CCC(=O)N(Cc1ccco1)c1nc(-c2ccccc2)cs1,6%,3%,-16%,1%,23%,-3,5%,-7%,1%,-9%
Clc1ccc(SCCCN2CCCCC2)cc1,nt,-46%[inhibitor],-8%,5%,nt,10,4%,0%,-3%,-4%
Cn1nc(C(F)(F)F)c2cc(C(=O)Nc3ccc(F)cc3)sc21,51%,10%,5%,6%,nt,0,4%,-8%,-3%,0%
Cc1ccc(-n2cnc(N)c2C(=O)c2cccc([N+](=O)[O-])c2)cc1,?,35%,-6%,-1%,nt,12,-6%,2%,-3%,-6%
Nc1ccc(S(=O)(=O)NNC(=O)C(=O)NNc2ccccn2)cc1,3%,3%,6%,2%,1%,-5,-14%,3%,-2%,1%
COCCNC(=O)c1ccc(NC(C)=O)cc1,-3%,4%,-6%,-2%,-5%,-3,2%,3%,-4%,2%
COc1ccccc1NC1=NC2(CCCC2)N=C(N)N1,-6%,10%,10%,0%,?,-2,5%,3%,-2%,4%
COC(=O)C1=C(C(=O)OC)[C@@H]2N(C)c3ccc(OC)cc3[C@@]23C[C@@H](C(=O)OC)N=C3N1,-9%,-24%,11%,-1%,-3%[11.7 µM],4,0%,5%,-6%,-1%
NC(=O)C1CCN(C(=O)c2ccc(NS(=O)(=O)c3ccc(F)cc3)cc2)CC1,nt,-21%,nt,5%,nt,-3,1%,1%,-5%,-1%
CC(C)N(C)S(=O)(=O)c1ccc(Cl)c(C(=O)O)c1,5%,11%,3%,nt,13%,-2,-4%,-3%,-2%,-5%
C=C(C)COC(=O)c1ccccc1C(=O)OCC1(C)CO1 (stereo not drawn),nt,-25%,nt,-1%,nt,nt,nt,4%,0%,nt
CCOC(=O)c1cc(-c2ccccc2)nn1Cc1cc(CC)no1,nt,-20%,nt,1%,nt,-3,21%,-7%,2%,18%
c1ccc(-n2nc3c(ccc4cnnc43)[nH]2)cc1,-2%,-14%,3%,-7%,8%,-17,-3%,-2%,-4%,3%
Cc1cc(=O)[nH]c(SCC(=O)Nc2ccc(N3CCCCC3)cc2)n1,nt,25%,nt,nt,nt,nt,7%,4%,-2%,nt
Cc1cccc(NC(=O)c2cc3ccccc3nc2C)c1,-5%,7%,9%,-7%,1%,-11,-1%,-5%,-2%,10%
COc1ccc(CNC(=O)C2CC(=O)N(C3CCCC3)C2)cc1 (stereo not drawn),3%,-20%,-3%,0%,nt,21,13%,1%,-5%,-2%
O=C(CCN1C(=O)c2ccc(Br)cc2C1=O)NC1CCCCC1,24%,11%,10%,1%,nt,3,8%,-4%,-2%,-1%
COc1ccc(N2CCN(Cc3nnc(-c4ccccc4)o3)CC2)cc1,?,8%,10%,-14%[46.1 µM],3%,-11,-10%,2%,-7%,2%
O=C(CSc1nncn1-c1ccccc1)N1CCCC1,-9%,39%,-5%,5%,-18%,1,1%,-1%,-6%,-4%
CCOc1cnn(Cc2ccccc2)c(=O)c1SCc1ccccc1,11%,7%,15%,-2%[46.1 µM],4%,-30,8%,2%,-2%,26%
Cc1ccc(CC(=O)N(Cc2ccccc2)c2ccccn2)cc1,0%,?,28%,-1%,?,-6,-1%,-3%,1%,-1%
Cc1cc(C)nc(NC2=NCCN2C(=O)NC2CCCCC2)n1,-5%,-14%,-2%,5%,-8%,8,1%,-1%,-9%,-3%
COC(=O)C1=C(C(=O)OC)[C@@H]2N(Cc3ccccc3)c3ccccc3[C@@]23C[C@@H](C(=O)OC)N(C(=O)NC2CCCCC2)C3=N1,nt,-16%,nt,-4%,nt,nt,nt,0%,1%,nt
